Tb PFK block: inhibitors of T. brucei phosphofructokinase | Potency, µM (highest dose often 57.5 µM), inactives show at the top dose activity, negative = inhibition, usual class: inhibitors | T. brucei PFK, ADP-Glo luminescence | hit rate 0.17% among 330,000 | O15648 | AID 485367;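 note: potency is the fitted concentration of half-maximal effect; 0% = uninhibited 1x PFK enzyme wells and -100% = no-enzyme wells; nearly all actives have a fitted effect of over 60% in size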
Target sequence (O15648 whole entry, looked up): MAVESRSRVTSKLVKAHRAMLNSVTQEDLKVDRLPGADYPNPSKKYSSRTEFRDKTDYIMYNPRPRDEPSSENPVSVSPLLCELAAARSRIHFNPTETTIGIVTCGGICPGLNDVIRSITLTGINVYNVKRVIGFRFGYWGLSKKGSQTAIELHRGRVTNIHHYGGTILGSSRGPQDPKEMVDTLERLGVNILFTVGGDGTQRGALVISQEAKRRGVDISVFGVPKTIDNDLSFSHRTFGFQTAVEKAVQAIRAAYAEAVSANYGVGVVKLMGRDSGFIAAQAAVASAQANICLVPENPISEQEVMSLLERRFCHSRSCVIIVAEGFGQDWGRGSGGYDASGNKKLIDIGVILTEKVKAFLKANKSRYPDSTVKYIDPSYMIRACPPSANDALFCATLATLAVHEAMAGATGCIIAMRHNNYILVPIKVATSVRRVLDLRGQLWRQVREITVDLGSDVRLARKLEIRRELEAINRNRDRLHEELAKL
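ADP-Glo luminescence quantified ADP after 45 min at room temperature, with 1.25 nM T. brucei PFK, 0.1 mM ATP and 0.5 mM fructose-6-phosphate in pH 8.0 TEA buffer. qHTS titrations up to 57 µM; curves classified by quality.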
CXXC DNA block: blocks binding of human MLL CXXC domain to DNA; Potency, µM (series often up to 115 µM), inactives show top-dose activity change, negative = inhibition, hits mostly inhibitors; MLL-CXXC / FITC-HOXA9 DNA fluorescence polarization; hit rate 0.037% among 290,000; active = well fitted inhibition curve with a large enough effect in the polarisation, with a control signal flat, not every such curve was filed as active; inconclusive = small, poorly fitted or top-dose-only effect, or effect the other way, or a change in a side signal; inactive = no such curve, though single readings can be large or run the other way; the % refers to the polarisation; note: potency is the fitted concentration of half-maximal effect
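Fluorescence polarization: 7 uM MLL-CXXC (stock) preincubated 5 min with compounds, then 50 nM fluorescein-HOX-A9 DNA (stock) added; 30 min ambient. Buffer 50 mM Tris-HCl pH 7.5, 50 mM NaCl, 1 mM DTT, 0.05% BSA.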
A-T KAP1 phos: potential ataxia-telangiectasia treatments restoring KAP-1 phosphorylation | […] A-T fibroblasts, KAP-1 phosphorylation AlphaLISA; neocarzinostatin DNA damage 30 min before lysis | Potency, µM (series often up to 57.5 µM), for inactives: at the top dose activation, most hits filed as activators | hit rate 0.19% among 320,000 | AID 485349; note: potency is the fitted concentration of half-maximal effect; % of control where 0% means no effect; nearly all actives have a fitted effect of over 45% in size
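hTERT-immortalized A-T patient fibroblasts ([…]), 500 cells/well in OPTI-MEM, 1% FBS, got compounds for 60 min, then NCS for 30 min at 37C. Lysates were then assayed for phospho-KAP-1 by AlphaLISA (anti-pKAP1 donor, anti-KAP1 acceptor beads), 6 hr at 25C.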
TCR activator: T cell receptor activation; AID 504894; 330,000 tested, under 10 active; primary human leukocytes, anti-CD3, IL-2 HTRF, 48 h; Potency, µM (top dose mostly 9.22 µM), for the others: at the top dose activation of IL-2 secretion, most hits filed as activators; note: % of control where 0% means no effect
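Activity was scored as IL-2 release from primary human leukocytes given only a TCR signal (a-CD3 beads) plus compound for 48 hr. Detection used a two-antibody HTRF format read at 665nm.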
KCNH2 WT inh: blocks the wildtype human KCNH2 potassium channel | hit rate 0.37% among 340,000 | activity change, % at 1.84 µM | U2OS, BacMam KCNH2, thallium flux FluxOr; stronger effect = lower value | Q12809;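 active = maximum activity change below -70%; inconclusive = maximum activity change between -70% and -50%; inactive = maximum activity change above -50%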; note: % is set by controls: 0 for no effect and ±100 for the full control effect
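U2OS cells transduced with wild-type KCNH2 virus are loaded with FluxOr dye for 45 min, and thallium flux is measured in kinetic reads before and after stimulation buffer. Rate constants are normalized to DMSO controls.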
GALK inh: blocks human galactokinase activity; Potency, µM (doses to about 57.5 µM), for inactives: at the highest dose activity change, negative = inhibition, actives largely listed as inhibitors; P51570; AID 1868; Purified GALK, Kinase-Glo residual ATP luminescence; hit rate 0.007% among 270,000; note: potency is the fitted concentration of half-maximal effect; % is set by controls: 0 for no effect and ±100 for the full control effect
Target sequence (P51570 whole entry, looked up): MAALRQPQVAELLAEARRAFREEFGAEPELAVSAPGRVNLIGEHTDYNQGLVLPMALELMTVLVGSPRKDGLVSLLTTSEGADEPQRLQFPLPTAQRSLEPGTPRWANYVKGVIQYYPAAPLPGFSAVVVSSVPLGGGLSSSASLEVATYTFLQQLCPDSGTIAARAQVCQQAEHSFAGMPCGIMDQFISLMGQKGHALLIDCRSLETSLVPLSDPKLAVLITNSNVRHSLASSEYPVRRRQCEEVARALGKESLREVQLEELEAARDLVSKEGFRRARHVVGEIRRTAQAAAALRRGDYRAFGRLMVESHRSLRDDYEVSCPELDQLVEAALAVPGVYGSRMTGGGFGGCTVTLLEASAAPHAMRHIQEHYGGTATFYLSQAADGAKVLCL
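5 nM enzyme, 35 uM ATP, 100 uM galactose, 20 mM HEPES pH8.0, 5 mM MgCl2; 1 h RT; residual ATP by Kinase-Glo Plus luminescence, qHTS format.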
TSHR antagonist: human thyrotropin receptor antagonism | hit rate 0.2% among 330,000 | AID 504810 | TSHR-expressing cells, TSH-stimulated cAMP HTRF, 2 h; stronger effect = lower value | activity change, negative = inhibition, % at 11.5 µM;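 active = activity change below a set negative limit, meaning inhibition stronger than a set level, cut at about -70% in these data; inconclusive = activity change between two set negative limits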; note: % is set by controls: 0 for no effect and ±100 for the full control effect
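Freshly harvested TSHR cells receive pin-tooled compound, then EC80 TSH at 4nM final. After 2 hours at 37 deg C, antibody in lysis buffer and cAMP-d2 are added; 30 minutes at ambient temperature precede the HTRF read.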
Coupling enz: inhibits coupling enzyme system, counter-screen for aldolase hits. coupling enzyme system counterscreen, AmpLite Red fluorescence. activity change, negative = inhibition, % at 58.2 µM, hits read low. hit rate 0.67% among 290,000. AID 2472; in the data active = activity change below about -30%; note: % is set by controls: 0 for no effect and ±100 for the full control effect
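Compounds tested against the coupling enzymes alone at 57.5 uM final; readout was AmpLite Red fluorescence (525/598 nm) after 20 min at RT.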
Giardia kill: kills Giardia lamblia; activity change, % at 7.66 µM, hits read low; AID 540267; hit rate 0.15% among 340,000; Giardia lamblia trophozoite viability; in the data active = activity change below about -80%; inconclusive = between about -30% and that limit;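 note: parasites exposed to compound for two days anaerobically before the ATP read; % is set by controls: 0 for no effect and ±100 for the full control effect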
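Luminescent ATP signal served as the viability read-out, measured 15-30 min after adding ATP detection reagent to trophozoites that had been incubated with compounds for 48 hrs at 37 deg C anaerobically at 100 cells/well.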
Chronic BCR inh: inhibitors of chronic active B-cell receptor signaling. hit rate 0.05% among 340,000. ABC-DLBCL IkBa-CBG/CBR reporter, luminescence ratio, 4 h. AID 493014. Potency, µM (top dose mostly 46.1 µM), for inactives: at the highest dose ratio change, negative = lower green/red ratio, hits mostly inhibitors; active = well fitted inhibition curve with a large enough effect in the signal ratio, with a control signal flat, not every such curve was filed as active; inconclusive = small, poorly fitted or top-dose-only effect, or effect the other way, or a change in a side signal; the % refers to the signal ratio;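 note: potency is the fitted concentration of half-maximal effect; plate controls were basal doxycycline-induced cells for no effect and cells given 10 µM MG132 for full effect; MG132 reads +100%, hits lower the ratio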
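Compounds up to 46 uM were incubated four hours with TMD8 cells whose green CBG68 luciferase is fused to IkappaBalpha; red CBR luminescence normalised the signal, and concentration-effect curves were fitted to fusion, red and ratio data.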
* hit, by the source's call; u = inconclusive; x = not tested or not shown; [ ] = remark or other dose. Unless noted, calls come from the whole dose curve; as a rule, active = well fitted curve in the direction sought with a large enough effect; inconclusive = small, poorly fitted or top-dose-only effect, or another doubt; inactive = no such curve, though single readings can be large; an effect the other way counts as inactive or inconclusive.

Fields: Tb PFK block, CXXC DNA block, A-T KAP1 phos, TCR activator, KCNH2 WT inh, GALK inh, TSHR antagonist, Coupling enz, Giardia kill, Chronic BCR inh
COc1ccc(C2=Nn3c(nnc3-c3cccnc3)SC2)cc1OC
    1%, 0%, -2%, -2%, 16, 3%, 2, 4, -10, u
CC[n+]1ccc(C(=O)NCc2ccccc2)cc1
    -2%, 7%, 0%, 0%, 6, 4%, -2, -1, 14, -7%
CN1CCN(c2cc(=O)n(Cc3ccc(F)cc3)c(=O)[nH]2)CC1
    0%, 5%, 11%, 9%, -6, 1%, 14, 2, 34[activator], 9%
O=C(N/N=C/c1ccc(OC(=O)c2ccccc2)c([N+](=O)[O-])c1)c1ccc(O)cc1
    u, 65%[activator], 1%, 1%[46.1 µM], 22, x, -11, 0, -1, u
CN(C(=O)COC(=O)CNC(=O)C12CC3CC(CC(C3)C1)C2)C1CCS(=O)(=O)C1 (stereo not given)
    0%, 6%, -3%, 7%[46.1 µM], -7, -3%, 16, 2, 22, 3%
CCOCCn1c(CN(Cc2ccccc2)Cc2ccccc2)nc2c1c(=O)[nH]c(=O)n2C
    -1%, 0%, -5%, 4%, -3, -3%, 15, 0, -5, 4%
Cc1oc(C(C)(C)C)c(CN2CCCC2)c1C(=O)O
    1%, -2%, 4%, -2%, 7, 0%, -7, -1, 0, 1%
COc1cccc(-c2nc(CCl)cs2)c1
    1%, -2%, -2%, -9%, 1, 1%, -7, -1, 11, 3%
CC(C)(c1ccc(O)cc1)c1ccc(O)cc1
    -10%, -9%, 14%, -6%, -5, 5%, -4, -1, -2, 0%
COC(=O)c1ccc(COc2ncnc3sccc23)cc1
    -4%, -5%, 0%, -4%, 0, 10%, -1, 2, 10, -5%
COCCOC(=O)c1cc(C(=O)c2cc(Cl)ccc2O)coc1=N
    -3%, 6%, 4%, -3%, x, -1%, -15, -1, -5, 1%
Cc1nc(N)nc2c1CCCC2
    -2%, 0%, 0%, 3%, -4, -3%, 2, 0, -10, 2%
CC1=Nc2ccccc2N=C(NC(=O)c2ccccc2)C1c1ccc(Cl)cc1 (stereo not given)
    5%, 2%, 5%, -27%, -4, 1%, -6, 0, 10, u
Cc1occc1-c1nnc(SCc2nc3ccccc3c(=O)n2CC#N)n1C
    -3%, 10%, -5%, -3%, 0, -1%, 4, -13, 1, 0%
O=C(CNC(=O)c1ccc(Br)o1)NNC(=O)c1ccc(Cl)cc1
    0%, x, 5%, 4%, 1, x, 6, x, -1, -10%
COc1ccc(-c2nnc(CSc3ncnc4sc5c(c34)CCC5)o2)cc1OC
    -3%, -3%, -4%, -2%, -2, -2%, -5, 7, -10, 18%
COc1ccc(OC)c(CCNC(=O)CSc2ccsc2[N+](=O)[O-])c1
    -1%, 4%, 0%, -4%, 10, -3%, -9, -2, u, u
CC1=C(C(=O)OCC2CCCCC2)C(c2ccc(F)cc2)NC(=O)N1 (stereo not given)
    5%, 14%, 8%, 3%, -3, -10%, 5, 2, 42[activator], -11%
Cc1ccc(NC(=O)C2CC(=O)N(c3ccc4c(c3)OCCO4)C2)cc1S(=O)(=O)N(C)C (stereo not given)
    -1%, x, -1%, -4%, 2, x, -8, x, -20, u
CCCCN(CC)C(=O)CSc1nc2c(sc(=S)n2-c2ccc(OCC)cc2)c(=O)[nH]1
    -4%, 13%, -2%, 1%, 1, 2%, -26, 8, -20, -2%
CCOc1ccccc1N(CC(=O)NCC1CCCO1)C(=O)CCC(=O)Nc1nccs1 (stereo not given)
    2%, -4%, 2%, -37%, -11, 8%, -4, 1, -14, 5%
COC(=O)c1sc(N)c(C(=O)OC)c1COC(=O)C1CC(=O)N(Cc2ccco2)C1 (stereo not given)
    -14%, 16%, 9%, 5%, 16, -1%, 12, -5, 12, u
CCN1CCCC1CNc1ncnc2c1[nH]c1ccc(Cl)cc12 (stereo not given)
    0%, 15%, 7%, 3%, -112*, 4%, 3, 1, 1, u
COc1cccc(NC(=O)CSc2ncnc3c2oc2ccccc23)c1
    -7%, 6%, 10%, 0%, 0, 3%, 38, 3, 16, 1%
O=C(COC(=O)c1ccc2ccccc2n1)Nc1ccccc1Br
    -2%, x, 0%, 1%[46.1 µM], -7, x, -12, x, -6, 4%
CCCc1noc2c1/C(=N\O)CCC2
    -3%, -4%, 5%, -1%, -3, 1%, 14, 1, -8, u
Cc1ccc(-n2ccnc(SCC(=O)NC3CCCCC3)c2=O)cc1F
    2%, x, -2%, 4%, -5, x, -1, x, 3, u
CC(C)NC(=O)CSc1nnc(-c2ccco2)n1N
    3%, -3%, -2%, 1%, 6, 0%, 4, 0, 5, 10%
C=CCn1c(SCc2csc(-c3ccc(Cl)cc3)n2)nnc1-c1ccccc1OC
    11%, 5%, -3%, 2%[46.1 µM], 1, 1%, -10, 2, -16, 1%
Cc1onc(-c2ccccc2)c1C(=O)NCc1cccnc1
    -6%, -8%, 3%, -21%, 2, -5%, -3, -2, 5, 2%
CC(=O)Nc1ccc(NC(=O)C(C)OC(=O)c2c(NC(C)=O)sc(C)c2C)cc1 (stereo not given)
    0%, x, -13%, 31%, -3, x, -12, x, -7, -3%
O=C(CSc1nnc(-c2ccncc2)n1Cc1ccccc1)NC1CCCCC1
    0%, -7%, 1%, -6%, -7, 5%, 2, 8, -4, u
COc1ccc(S(=O)(=O)Nc2cc(C(=O)NCCC(C)C)ccc2N2CCOCC2)cc1
    0%, -5%, 1%, 1%, 0, -4%, -3, -1, 10, 4%
CC1Nc2nc(N(C)C)[nH]c(=O)c2NC1C (stereo not given)
    5%, 4%, -1%, -1%[46.1 µM], 6, 0%, 3, 0, -1, 1%
Cc1ccc(C(NC(=O)NCCCN2CCOCC2)=C(Cl)Cl)cc1F
    -1%, -3%, -1%, 1%, -7, -2%, -2, 4, 10, u
CCOC(=O)CSc1nnc(NC(=O)C2CC(=O)N(c3ccc(F)cc3)C2)s1 (stereo not given)
    0%, -2%, 1%, -5%, 1, -1%, -18, x, 16, 8%
COc1ccc(CN2CCN(c3ccccn3)CC2)c(OC)c1
    -2%, 1%, 2%, 13%, 4, 2%, 4, 0, -14, -1%
COc1ccc(/C=N/NC(=S)NCCc2ccccc2)cc1
    1%, 9%, -15%, 2%, 1, 1%, 1, -3, 11, u
COc1ccc(S(=O)(=O)Nc2ccccc2SC)cc1C
    4%, -6%, 9%, -9%, -1, 0%, -4, 4, -9, -1%
O=C(NCCSc1c[nH]c2ccccc12)c1ccco1
    -1%, 3%, 10%, -2%[46.1 µM], -11, -1%, -2, 0, -17, -3%

Part of the list above in order of length of the SMILES, ascending:
Fields: Tb PFK block, CXXC DNA block, A-T KAP1 phos, TCR activator, KCNH2 WT inh, GALK inh, TSHR antagonist, Coupling enz, Giardia kill, Chronic BCR inh
CC1=Nc2ccccc2N=C(NC(=O)c2ccccc2)C1c1ccc(Cl)cc1 (stereo not given)
    5%, 2%, 5%, -27%, -4, 1%, -6, 0, 10, u
CCOC(=O)CSc1nnc(NC(=O)C2CC(=O)N(c3ccc(F)cc3)C2)s1 (stereo not given)
    0%, -2%, 1%, -5%, 1, -1%, -18, x, 16, 8%
COc1ccc(S(=O)(=O)Nc2cc(C(=O)NCCC(C)C)ccc2N2CCOCC2)cc1
    0%, -5%, 1%, 1%, 0, -4%, -3, -1, 10, 4%

Next compounds follow.
Fields: Tb PFK block, CXXC DNA block, A-T KAP1 phos, TCR activator, KCNH2 WT inh, GALK inh, TSHR antagonist, Coupling enz, Giardia kill, Chronic BCR inh
COc1ccc2c(c1OC)C(=O)OC2Nc1ccccc1S(=O)(=O)C(F)F (stereo not given)
    0%, -2%, 2%, 8%, 12, 4%, 4, -3, -6, -1%
O=C(C#Cc1ccccc1)c1cccc([N+](=O)[O-])c1
    -13%, -7%, -8%, -2%, -1, 0%, -32, 1, -8, 8%
CCOC(=O)CSC1=C(C#N)C(c2ccc(C)cc2)C2=C(CCCC2=O)N1 (stereo not given)
    1%, -3%, 5%, 4%, -7, -1%, -13, -1, -17, 6%
COC(=O)c1scc(C)c1-n1ccc(C(=O)C(=O)N(C)C)c1
    0%, 0%, -4%, 0%, 21, 10%, 18, 0, -1, 5%
O=C(c1ccccc1)N1CCN(c2ccc([N+](=O)[O-])c(NCC3CCCO3)c2)CC1 (stereo not given)
    -1%, -2%, -4%, 1%, 11, -1%, -11, -1, 14, -4%
COc1ccc(OCCCC(=O)Nc2cc(S(=O)(=O)N3CCCCC3)ccc2C)cc1
    5%, x, 5%, -9%, 1, x, -5, x, -4, -15%

High-throughput results: PubChem, National Center for Advancing Translational Sciences (NCATS)
